KDM5B inh = KDM5B demethylase inhibition. AID 1347165. Q9UGL1. Potency, µM (doses to about 57.7 µM), for inactives: top-dose activity change, negative = inhibition, actives largely listed as inhibitors. KDM5B demethylase, FDH-coupled NADH fluorescence (FDH is formaldehyde dehydrogenase). 2.6% of 220,000 active; active = well fitted inhibition curve with a large enough effect; inconclusive = small, poorly fitted or top-dose-only effect; inactive = no such curve, though single readings can be large or run the other way; also: 0% is about no effect; nearly all actives have a fitted effect of over 70% in size
Target sequence (Q9UGL1 whole entry, looked up): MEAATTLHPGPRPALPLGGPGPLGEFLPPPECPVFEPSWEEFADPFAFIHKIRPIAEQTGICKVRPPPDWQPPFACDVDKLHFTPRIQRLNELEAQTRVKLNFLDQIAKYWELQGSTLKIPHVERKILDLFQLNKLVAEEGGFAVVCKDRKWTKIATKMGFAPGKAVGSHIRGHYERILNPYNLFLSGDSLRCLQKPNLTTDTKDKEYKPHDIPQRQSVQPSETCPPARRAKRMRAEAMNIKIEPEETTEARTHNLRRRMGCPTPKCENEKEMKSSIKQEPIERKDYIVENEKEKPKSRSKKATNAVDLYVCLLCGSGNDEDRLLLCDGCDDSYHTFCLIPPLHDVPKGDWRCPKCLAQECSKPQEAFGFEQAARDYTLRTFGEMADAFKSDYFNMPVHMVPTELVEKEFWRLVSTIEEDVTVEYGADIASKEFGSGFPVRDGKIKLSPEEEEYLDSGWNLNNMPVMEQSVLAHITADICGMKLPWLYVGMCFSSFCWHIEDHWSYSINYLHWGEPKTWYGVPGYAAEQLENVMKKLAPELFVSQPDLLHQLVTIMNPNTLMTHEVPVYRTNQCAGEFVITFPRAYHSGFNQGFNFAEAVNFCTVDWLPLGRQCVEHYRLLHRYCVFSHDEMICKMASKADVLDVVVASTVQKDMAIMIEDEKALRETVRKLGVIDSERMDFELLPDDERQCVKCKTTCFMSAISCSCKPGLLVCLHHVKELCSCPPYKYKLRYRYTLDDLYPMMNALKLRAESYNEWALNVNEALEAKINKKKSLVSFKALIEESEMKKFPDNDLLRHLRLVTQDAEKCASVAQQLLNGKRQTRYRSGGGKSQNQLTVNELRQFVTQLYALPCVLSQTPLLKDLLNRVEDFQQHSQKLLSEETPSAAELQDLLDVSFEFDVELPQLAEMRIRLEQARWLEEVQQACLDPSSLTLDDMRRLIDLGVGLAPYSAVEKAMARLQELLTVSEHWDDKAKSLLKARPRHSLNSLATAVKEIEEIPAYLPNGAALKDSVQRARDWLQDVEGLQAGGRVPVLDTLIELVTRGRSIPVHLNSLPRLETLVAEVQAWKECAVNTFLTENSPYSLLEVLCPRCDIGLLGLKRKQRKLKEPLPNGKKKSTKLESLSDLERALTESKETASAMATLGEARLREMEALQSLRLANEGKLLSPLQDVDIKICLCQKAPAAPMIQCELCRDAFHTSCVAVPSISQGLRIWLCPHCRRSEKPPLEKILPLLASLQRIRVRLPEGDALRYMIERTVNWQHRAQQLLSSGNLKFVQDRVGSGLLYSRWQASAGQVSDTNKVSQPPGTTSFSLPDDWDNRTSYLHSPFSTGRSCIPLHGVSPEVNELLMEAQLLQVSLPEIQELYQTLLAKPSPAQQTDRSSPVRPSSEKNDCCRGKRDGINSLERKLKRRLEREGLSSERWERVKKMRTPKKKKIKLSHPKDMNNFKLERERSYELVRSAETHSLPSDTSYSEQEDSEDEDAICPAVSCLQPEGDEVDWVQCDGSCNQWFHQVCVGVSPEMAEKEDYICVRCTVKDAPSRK
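Inhibition is measured as reduced NADH fluorescence generation from FDH coupling to formaldehyde release. Truncated KDM5BΔAP at 200 nM final acts on H3K4me3 peptide (12.5 µM in substrate mix) in pH 7.5 HEPES buffer with Tween-20, 30 min, room temperature.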
Numbers without * were called inactive; & = joins results of further samples; [ ] = remark or other dose. Potency is read from the fitted curve at half-maximal effect. A portion of the library, so the mix of outcomes need not match the whole.

The first 5 compounds as a preview:
What do the screens show for `O=C(c1ccccc1Cl)N1CCc2nc(-c3ccc(Cl)cc3)nc(-c3ccccc3)c2C1`?
KDM5B inh: 0%

How did COCCn1cnc2c1c(=O)n(CC(=O)Nc1ccc(F)c(F)c1F)c(=O)n2Cc1ccccc1 do in these assays?
KDM5B inh: 6%

Results for CCOc1ccc(NC(=O)COC(=O)COc2ccc(C3SCCCS3)cc2)cc1OCC ?
KDM5B inh: 16%

Results for COc1cccc(C(=O)NCC(c2ccc(N(C)C)cc2)N2CCc3ccccc32)c1OC (stereo not drawn) ?
KDM5B inh: inconclusive

How did CCc1cccc(C)c1NC(=O)Cn1ccn(-c2cccc(OC)c2)c(=O)c1=O do in these assays?
KDM5B inh: inconclusive

The listing (from the top)
What do the screens show for `O=C(c1ccccc1Cl)N1CCc2nc(-c3ccc(Cl)cc3)nc(-c3ccccc3)c2C1`?
KDM5B inh: 0%

How did COCCn1cnc2c1c(=O)n(CC(=O)Nc1ccc(F)c(F)c1F)c(=O)n2Cc1ccccc1 do in these assays?
KDM5B inh: 6%

Results for CCOc1ccc(NC(=O)COC(=O)COc2ccc(C3SCCCS3)cc2)cc1OCC ?
KDM5B inh: 16%

Results for COc1cccc(C(=O)NCC(c2ccc(N(C)C)cc2)N2CCc3ccccc32)c1OC (stereo not drawn) ?
KDM5B inh: inconclusive

How did CCc1cccc(C)c1NC(=O)Cn1ccn(-c2cccc(OC)c2)c(=O)c1=O do in these assays?
KDM5B inh: inconclusive

What do the screens show for `CCN(C(=O)CCc1ccccc1)C1CC(=O)NC1=O` (stereo not drawn)?
KDM5B inh: 26%

How did CCCN1CCN(CCNC(=O)Nc2ccc(OC)cc2OC)CC1 do in these assays?
KDM5B inh: 6%

Results for CC(C)CCN1CCNC(=O)C1CC(=O)N(Cc1nccs1)C1CC1 (stereo not drawn) ?
KDM5B inh: inconclusive

How did Cn1c(=O)n(C/C=C/c2ccccc2)c(=O)c2c1nc1n2CCN1c1ccc(F)cc1 do in these assays?
KDM5B inh: -24%

Results for CN(Cc1cccc(C(F)(F)F)c1)C1CCN(C(=O)c2cncc(Br)c2)CC1 ?
KDM5B inh: 15%

Results for CCOC(=O)c1cc(-c2ccccc2)n(CC(=O)NCc2ccccc2)c1C ?
KDM5B inh: 5%

What do the screens show for `O=C(C[C@@H]1O[C@H](CNCc2cccc(Cl)c2)[C@@H](O)[C@H]1O)N1CCN(c2ccc(F)cc2)CC1`?
KDM5B inh: -15%

What do the screens show for `O=C(COC(=O)C1COc2ccccc2O1)NC(=O)NC1CCCCC1` (stereo not drawn)?
KDM5B inh: 13%

Results for Cn1c(COc2ccccc2Cl)n[nH]c1=S ?
KDM5B inh: 18%

How did CN(c1ccc(O)cc1)c1nc(O)c(C2=c3ccccc3=NC2=O)s1 do in these assays?
KDM5B inh: -2%

Results for COC(=O)c1ccc(NC(=O)CSc2n[nH]c(-c3ccccc3)n2)cc1 ?
KDM5B inh: 0%

What do the screens show for `CC(NC(=O)c1ccc2c(c1)C(=O)c1ccccc1-2)C1CC2CCC1C2` (stereo not drawn)?
KDM5B inh: -1%

How did CCc1cccc2c(C(=O)C(F)(F)F)cn(CCOc3ccccc3F)c12 do in these assays?
KDM5B inh: inconclusive

What do the screens show for `O=Cc1cccc(OCc2ccc(Br)cc2)c1`?
KDM5B inh: 4%

Results for CCCNC(=O)N1CCC(N2C(=O)[C@H](OC)[C@@H]2c2ccncc2)CC1 ?
KDM5B inh: -22%

What do the screens show for `CC(C)c1noc(-c2ccc(N(C)CC(O)c3ccccc3)nc2)n1` (stereo not drawn)?
KDM5B inh: inconclusive

Results for Cc1nc2ccc(C(=O)NCC3CCC3)cc2nc1C ?
KDM5B inh: 18%

How did CN1C[C@H]2CN(Cc3ccc(C(=O)O)cc3)CCN2C1=O do in these assays?
KDM5B inh: inconclusive

What do the screens show for `Cc1ccc(-c2nc(CS(=O)(=O)CC(=O)NCCCSC3CCCCC3)c(C)o2)cc1`?
KDM5B inh: 11%

Results for Cc1nc2nc(C)c(NS(=O)(=O)c3ccc4c(c3)CCCC4)c(=O)n2[nH]1 ?
KDM5B inh: 8%

Results for CC(=O)N1CC2(Cc3ccccc31)CN([S+](=O)([O-])c1ccc(C)cc1)C2 ?
KDM5B inh: -14%

Results for Cc1ccc(-n2nc3n(c2=O)CCN(C(=O)Nc2ccccc2)C3)cc1 ?
KDM5B inh: -17%[86.2 µM]

What do the screens show for `O=C(CCc1ccco1)NCc1ccc(OCc2ccccn2)cc1`?
KDM5B inh: -4%

What do the screens show for `O=C(Cc1ccsc1)Nc1cccc(-c2nnc3n2CCCC3)c1`?
KDM5B inh: -5%

What do the screens show for `O=C(Cc1c[nH]c2ncc(-c3cccnc3)cc12)NC1CCC1`?
KDM5B inh: -2%[86.2 µM]

What do the screens show for `O=C(c1cccc2[nH]ccc12)N1C[C@@H](CO)[C@H](c2ccccn2)C1`?
KDM5B inh: 18µM*

Results for O=C(NCCc1ccccc1)c1ccc(CS(=O)(=O)Cc2ccccc2Cl)o1 ?
KDM5B inh: -22%

What do the screens show for `O=C(Nc1cccc(-c2ccc(N3CCCC3)nn2)c1)c1c(F)cccc1F`?
KDM5B inh: inconclusive

How did COc1ccc(CN2CCn3c(nn(-c4ccc(OC)cc4)c3=O)C2)cc1 do in these assays?
KDM5B inh: 9%[115 µM]

How did Cc1cc2oc(=O)c(CC(=O)O)c(C)c2c2occ(-c3ccccc3)c12 do in these assays?
KDM5B inh: 14%

What do the screens show for `CCCC(=O)Nc1nnc(SCc2cc(=O)c3cc(C)ccc3[nH]2)s1`?
KDM5B inh: -4%

What do the screens show for `Cc1nc2scc(CC(=O)NC(C)C)n2c(=O)c1-c1cc(C)n(-c2cccc(F)c2)n1`?
KDM5B inh: inconclusive

What do the screens show for `O=C(CN1CCCCCC1=O)NC1CCCc2nc(-c3cccnc3)ncc21` (stereo not drawn)?
KDM5B inh: 9%

What do the screens show for `O=C(COC(=O)CCC(=O)c1cccs1)NCc1cccs1`?
KDM5B inh: -12%

Results for COc1ccc(N2C(=O)CSC23C(=O)N(CC(=O)NCCc2ccccc2)c2ccccc23)cc1 (stereo not drawn) ?
KDM5B inh: 4%

What do the screens show for `COc1ccc(-c2csc3nc(C)nc(NCCCO)c23)cc1OC`?
KDM5B inh: -7%

Results for CNc1nc2cccnc2s1 ?
KDM5B inh: 21%

How did CN(Cc1ccsc1)C(=O)CSCc1cccs1 do in these assays?
KDM5B inh: 10%

What do the screens show for `COc1cccc(N(CC(=O)N2CCC(C(N)=O)CC2)S(=O)(=O)c2ccc(C)cc2)c1`?
KDM5B inh: -7%

How did Cc1cc2oc(=O)cc(CN3CCCCCCC3)c2cc1C do in these assays?
KDM5B inh: -25%

What do the screens show for `Cc1ccc(CCNC(=O)C2CCN(C(=O)c3cc4c(=O)[nH]c(C)cn4n3)CC2)cc1`?
KDM5B inh: 5%

What do the screens show for `Cc1ccc(OCC(=O)N2CCC(NC(=O)c3ccccc3)CC2)c(C)c1`?
KDM5B inh: 40%[activator]

Results for Cc1cccc2c1nc1n2[C@@H](CNCc2cccnc2)COC1 ?
KDM5B inh: -19%[86.2 µM]

What do the screens show for `COc1ccc(C2CCCN2Cc2coc(-c3ccc(C)cc3C)n2)cc1` (stereo not drawn)?
KDM5B inh: 2%

How did O=C(c1ncccc1O)N1CCCC(CCc2cccc(C(F)(F)F)c2)C1 (stereo not drawn) do in these assays?
KDM5B inh: 13%

What do the screens show for `CC(=O)NC1C(=O)N(CCOc2ccccc2)c2ccc(C)cc21` (stereo not drawn)?
KDM5B inh: 6%

How did CCOc1ccc(-c2nc(SCC(=O)c3ccccc3)n[nH]2)cc1 do in these assays?
KDM5B inh: inconclusive

What do the screens show for `S=C(NCC1(c2ccccc2)CCCC1)Nc1ccccc1`?
KDM5B inh: 37%

How did COc1ccc2c(c1)/C(=N/OC(=O)c1cc(SC)ccc1Cl)CCC2 do in these assays?
KDM5B inh: -12%

Results for COc1ccc(C(=O)Nc2c(C(=O)c3ccc(F)cc3)oc3ccccc23)cc1 ?
KDM5B inh: -19%

What do the screens show for `CC(=O)N/C(=C\c1ccccc1)C(=O)OCc1ccc(C)cc1`?
KDM5B inh: 26%

Results for Cc1ccc(/C=N/n2nnnc2N)cc1 ?
KDM5B inh: 7%

How did Cn1c(=O)c2c(c3ccccc31)OC(=O)CC2c1ccc(C(F)(F)F)cc1 (stereo not drawn) do in these assays?
KDM5B inh: inconclusive

What do the screens show for `O=c1[nH]c(C2CCN(S(=O)(=O)Cc3ccccc3)CC2)nc2c1nnn2Cc1cccc(Cl)c1`?
KDM5B inh: -14%

Results for CC1CCCC/C1=N\NC(=O)CCC(=O)Nc1ccc(Br)cc1 (stereo not drawn) ?
KDM5B inh: 22%

What do the screens show for `COc1cccc(C(=O)N2C(C(=O)NCc3ccccc3F)COC23CCC(C)CC3)c1` (stereo not drawn)?
KDM5B inh: 13%

What do the screens show for `NC1CC(c2cc(N3CCN(CCOc4ccccc4)CC3)ncn2)C1` (stereo not drawn)?
KDM5B inh: 11%

How did O=C(CC1=C2CCCCC2NC1=O)NCC1CC1 (stereo not drawn) do in these assays?
KDM5B inh: -28%

How did COc1ccc(C)cc1NC(=O)Cn1cccc1-c1nc(-c2ccc(F)cc2)no1 do in these assays?
KDM5B inh: 13%

What do the screens show for `Cc1cccc(OCCc2noc(C3CCCN3C(=O)c3ccnn3C)n2)c1` (stereo not drawn)?
KDM5B inh: 5%

Results for CC(OC(=O)C1=NNC(=O)CC1)C(=O)c1c[nH]c2ccccc12 (stereo not drawn) ?
KDM5B inh: 11%

How did Cc1nc2ccc(C(=O)OC(C)C(=O)NC3CC3)cc2nc1C (stereo not drawn) do in these assays?
KDM5B inh: -1%

Results for COc1ccc(C(=O)NC2CCN(c3cc(-c4ccccc4)[nH]n3)CC2)cc1F ?
KDM5B inh: 1%

Results for Cc1ccc(-c2nc(CNC(=O)[C@@H](N)[C@@H](C)O)[nH]c2-c2ccccn2)cc1 ?
KDM5B inh: -28%

How did Cc1ccc(OC(C)C(=O)NCC2(N3CCOCC3)CCCCC2)cc1C (stereo not drawn) do in these assays?
KDM5B inh: -2%

Results for COc1ccc(CN2CC3(Cc4ccccc4C(=O)N3)C2)cc1 ?
KDM5B inh: 18%[149 µM]

What do the screens show for `O=C1CCSc2ccc(C(=O)NNC(=S)NCc3ccccc3)cc2N1`?
KDM5B inh: inconclusive

Next part, overlapping the part above by 4 compounds.
Results for Cc1ccc(-c2nc(CNC(=O)[C@@H](N)[C@@H](C)O)[nH]c2-c2ccccn2)cc1 ?
KDM5B inh: -28%

How did Cc1ccc(OC(C)C(=O)NCC2(N3CCOCC3)CCCCC2)cc1C (stereo not drawn) do in these assays?
KDM5B inh: -2%

Results for COc1ccc(CN2CC3(Cc4ccccc4C(=O)N3)C2)cc1 ?
KDM5B inh: 18%[149 µM]

What do the screens show for `O=C1CCSc2ccc(C(=O)NNC(=S)NCc3ccccc3)cc2N1`?
KDM5B inh: inconclusive

How did CCOC(=O)Cc1ccc(NC(=O)NCc2ccc3c(c2)CCN3C(=O)CC)cc1 do in these assays?
KDM5B inh: -23%

What do the screens show for `CCOC(=O)N1CCN(Cc2cc(=O)oc3ccc(Cl)cc23)CC1`?
KDM5B inh: 3%

What do the screens show for `Cc1nn2c(c1-c1ccccc1C(N)=O)N(C(=O)c1ccccc1)CCC2`?
KDM5B inh: 7%[86.2 µM]

How did O=C(N[C@H]1CC[C@H](Nc2nccc(-c3cccnc3)n2)C1)c1ccc(O)cc1 do in these assays?
KDM5B inh: 20µM*

How did O=C(N/N=C/c1ccc(OC(=O)c2cccs2)cc1)c1ccccn1 do in these assays?
KDM5B inh: -28%

What do the screens show for `COc1cc(/C=N/NC(=O)CSc2ccccn2)ccc1OC(C)C`?
KDM5B inh: 3%

Results for CCCCN(CCCNC(=O)CN1N=C(c2ccccc2)CCC1=O)c1ccccc1 ?
KDM5B inh: inconclusive

Results for COc1ccc(S(=O)(=O)N2CCc3c(C(=O)NCCN(C)C)cccc32)cc1 ?
KDM5B inh: -23%

What do the screens show for `Cc1noc(-c2ccn3c(CNC(=O)c4nccc5ccccc45)nnc3c2)n1`?
KDM5B inh: 32µM*

Results for CCOC(=O)C1=C(C)NC2=C(C(=O)c3ccccc32)C1c1ccc(OCc2ccccc2)cc1 (stereo not drawn) ?
KDM5B inh: -8%

How did Cc1ccc(C)c(C(=O)COC(=O)c2ccc(C(=O)c3ccccc3)cc2)c1 do in these assays?
KDM5B inh: -10%

How did Cc1ccc(C)c(NC(=O)Cn2ncc3c([nH]c4ccccc43)c2=O)c1 do in these assays?
KDM5B inh: -26%

How did COc1ccccc1Oc1ccc(NC(=O)Cc2ccccc2)cc1 do in these assays?
KDM5B inh: -8%

What do the screens show for `Cc1cc(F)ccc1NC1(c2ccccc2)C(=O)c2ccccc2C1=O`?
KDM5B inh: inconclusive

What do the screens show for `CN(C)c1ccc(C=O)s1`?
KDM5B inh: 5%

How did O=S(=O)(Nc1nc2ccccc2nc1Nc1cccc(Br)c1)c1ccc(F)cc1 do in these assays?
KDM5B inh: -10%

Results for Cc1ccc2oc(=O)cc(CN3CCN(c4ccc(F)cc4)CC3)c2c1 ?
KDM5B inh: 16%

Results for CC(C)[C@H](NC(=O)OCc1ccccc1)C(=O)OCc1ccccc1 ?
KDM5B inh: -6%&10%

Results for COc1ccc(C(=O)N2CCN(c3oc(-c4cccs4)nc3C#N)CC2)cc1 ?
KDM5B inh: inconclusive

How did CN(C)[C@H]1CCCCN(C(=O)CC2CCN(Cc3ccccc3)CC2)C1 do in these assays?
KDM5B inh: 15%

How did O=C(Cn1nc2c(cc1=O)CCCC2)NC1CC1 do in these assays?
KDM5B inh: -12%

What do the screens show for `C[C@@H]1CN(C(=O)c2ccc(=O)n(C)c2)CC[C@@]1(O)C1CCOCC1`?
KDM5B inh: inconclusive

Quoted at random: 2 entries already listed
What do the screens show for `Cc1cc(F)ccc1NC1(c2ccccc2)C(=O)c2ccccc2C1=O`?
KDM5B inh: inconclusive

How did O=S(=O)(Nc1nc2ccccc2nc1Nc1cccc(Br)c1)c1ccc(F)cc1 do in these assays?
KDM5B inh: -10%

Source: PubChem BioAssay
